HEK293 NOD2/NF-kB: NOD2 signaling inhibitors, cell-based, luminescence, uHTS, HEK293 (AID 1566). HEK293 NOD2/NF-kB luciferase reporter, luminescence; higher % means a stronger effect. inhibition, % at 4 µM; hits with a dose series show EC50 in µM. hit rate 0.63% among 290,000; further: many of its hits are not listed in these tables
NOD1 NF-kB reporter: NOD1 signaling inhibitors, primary screen, cell-based, luminescence, uHTS (AID 1578). hit rate 1% among 290,000. NOD1-driven NF-kB luciferase reporter cells, luminescence; higher % means a stronger effect. inhibition, % at 4 µM, or EC50 in µM where a hit was titrated; in the data active means inhibition mostly above about 36%, no sharp cut-off; inactive means mostly below about 34%;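 further: HEK-293T reporter cells stimulated with the NOD1 agonist gamma-tri-DAP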
GPR55 LPI antagonism: GPR55 antagonists blocking LPI-driven arrestin recruitment, primary screen, imaging, U2OS, beta-arrestin-GFP, LPI agonist (AID 2013); G-protein coupled receptor 55 (Homo sapiens); inhibition, % at 10 µM; hits with a dose series show IC50 in µM; U2OS GPR55 beta-arrestin-GFP translocation imaging, LPI antagonism; higher % means a stronger effect; hit rate 0.13% among 290,000;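 active means spots per cell inhibited over 60%, with over 100 cells counted and total cytoplasm intensity under 500,000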;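 further: U2OS cells stably carrying GPR55 and arrestin-GFP stimulated by 5 µM LPI near EC80; imaged beta-arrestin-GFP aggregate spots per cell after agonist stimulation; plate controls were LPI-stimulated DMSO wells for no effect and DMSO wells without LPI for full effect; some results filed as inactive read as strong as hits; confirmed hits need IC50 under 10 µM and bright autofluorescent wells are also inconclusive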
KOR beta-arrestin-1: KOR antagonists, beta-arrestin recruitment, cell-based, luminescence, uHTS (AID 1778); one-dose inhibition, % at 10 µM; IC50 in µM for titrated hits; Kappa-type opioid receptor (Homo sapiens); hit rate 0.091% among 290,000; KOR beta-arrestin recruitment, luminescence, antagonist mode; higher % means a stronger effect; further: strong numbers were not always called active
Myeloid diff 2: induction of myeloid progenitor differentiation, primary screen, cell-based, flow cytometry, MLPCN library | calls only at 10 µM | hit rate 1% among 360,000 | AID 624256, 2012 | ER-HoxA9 myeloid progenitors, lysozyme-GFP differentiation;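 active means normalized GFP-positive differentiation at or above the plate's own cutoff, the solvent-only control mean plus 3 SD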;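 further: cells exposed to compound for four days before flow analysis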
GPR35 antagonists: GPR35 antagonists blocking zaprinast-driven arrestin recruitment, primary screen, imaging, U2OS, beta-arrestin-GFP, zaprinast agonist (AID 2058). G-protein coupled receptor 35 (Homo sapiens). U2OS GPR35 beta-arrestin-GFP translocation imaging, zaprinast antagonism; higher % means a stronger effect. inhibition, % at 10 µM, or IC50 in µM where a hit was titrated. hit rate 0.052% among 290,000;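 active means inhibition of at least 50% with at least 30 cells and total cytoplasm GFP at most 10,000,000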
GPR55 beta-arrestin: GPR55 agonists via beta-arrestin recruitment, primary screen, imaging, U2OS cells, beta-arrestin-GFP redistribution (AID 1961); activation, % at 10 µM, or EC50 in µM where a hit was titrated; U2OS GPR55 beta-arrestin-GFP redistribution imaging; higher % means a stronger effect; hit rate 0.048% among 290,000; G-protein coupled receptor 55 (Homo sapiens);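 active means activation above 40% with more than 50 cells counted in the well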;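 further: U2OS osteosarcoma cells stably expressing GPR55 and beta-arrestin-GFP; plate controls were DMSO negative control for no effect and LPI positive control for full effect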
HIV peptide binding: inhibitors of HIV fusion peptide binding, primary screen, biochemical, uHTS, fluorescence dequenching (AID 1986). cell-free peptide binding, fluorescence dequenching, 30 min; higher % means a stronger effect. inhibition, % at 20 µM, or IC50 in µM where a hit was titrated. hit rate 0.3% among 290,000; in the data active means inhibition mostly above about 52%, no sharp cut-off; inactive means mostly below about 76%; further: some results filed as inactive read as strong as hits
KOR beta-arrestin-2: KOR agonists, beta-arrestin recruitment, primary screen, cell-based, luminescence, uHTS (AID 1777) | KOR beta-arrestin recruitment, luminescence; higher % means a stronger effect | activation, % at 10 µM, or EC50 in µM where a hit was titrated | hit rate 0.02% among 280,000 | Kappa-type opioid receptor (Homo sapiens); in the data active means activation above about 50%, passing the limit was not always enough; further: a part of the inactive calls stands beside numbers as strong as those of hits
Myeloid diff 2 GFP+ MAC1+ %: recorded beside Myeloid diff 2, whose call it bears; GFP+ MAC1+ double positive, %; measured here: differentiation confirmed by MAC1 staining
Starred values were filed as active, the others as inactive; i = inactive; · = not tested or not shown; [ ] = another dose, or the depositor's remark. Unless noted, no stated cut-off is given here; in the data, active means inhibition above about 50%; inactive means the rest. This is a subset; the hit share may differ from the screen's.

Screens in order: HEK293 NOD2/NF-kB	NOD1 NF-kB reporter	GPR55 LPI antagonism	KOR beta-arrestin-1	Myeloid diff 2	Myeloid diff 2 GFP+ MAC1+ %	GPR35 antagonists	GPR55 beta-arrestin	HIV peptide binding	KOR beta-arrestin-2
CC(C)CCOc1cccc(OCC(=O)N(C)C2CCS(=O)(=O)C2)c1 (centres undefined)
  0%	-11%	0%	-21%	i	1.1	13%	0.7%	-1.2%	1.1%
CCN(c1cccc(C)c1)S(=O)(=O)c1ccc2c3c(cccc13)C(=O)N2
  ·	·	-1%	-38%	i	0.5	-2%	-0.2%	-3.5%	4.4%
CCn1cc(CN(C)S(=O)(=O)c2ccc3ccccc3c2)c(C)n1
  17%	-13%	-6%	9%	i	0.0	0%	0.5%	-3.2%	6.4%
NC(N)=Nc1nc(-c2ccccc2)c2cc(F)ccc2n1
  7%	-26%	8%	-9%	i	0.5	2%	-0.5%	-2.8%	1.9%
CC(=O)N1c2ccc(S(=O)(=O)NCCC(=O)N3CCCC(C)C3)cc2CC1C (centres undefined)
  27%	-4%	6%	-20%	i	0.0	-1%	0.1%	13%	-9.3%
CCC(=O)Nc1ccccc1C(=O)N1CCN(Cc2ccccc2)CC1
  16%	-1%	·	2%	i	0.4	-3%	-0.2%	-2.7%	-8.5%
C/C(=N\NC(=O)c1nnn(-c2nonc2N)c1COc1ccc(F)cc1)c1ccc(Cl)cc1
  28%	1%	4%	-13%	i	0.8	19%	0.0%	-1.0%	1.7%
Cc1cccc(Oc2cc([N+](=O)[O-])cc3c2C(=O)Nc2ccccc2O3)c1
  20%	9%	7%	34%	i	0.6	-18%	0.3%	47%	-0.8%
Cc1cc(C)nc(N2CCC(C(=O)NNC(=O)c3ccccc3)CC2)n1
  9%	-12%	-2%	-14%	i	1.4	-2%	0.6%	-0.4%	-1.0%
Cc1cc(C)nc(N2CCCC(C(=O)NC3CC3)C2)n1 (centres undefined)
  11%	5%	-2%	0%	i	1.0	22%	-0.2%	0.0%	-4.5%
CC(C)=CCC/C(C)=C/CC(C)(C)CNCCN1CCNCC1
  30%	11%	-5%	3%	·	·	1%	-0.1%	-0.3%	-4.3%
COc1ccc(N=Nc2cc(-c3ccccc3)ccc2O)cc1
  19%	8%	3%	2%[20 µM]	i	0.7	23%	-0.2%	-3.5%	-7.2%
CCOC(=O)CC1(c2ccc(OC)c(OC)c2)C(=O)c2ccccc2C1=O
  4%	-7%	6%	6%	i	0.4	-6%	-0.2%	0.4%	3.1%
CC1Nc2nc(N(C)C)[nH]c(=O)c2NC1C (centres undefined)
  7%	-23%	15%	-19%	i	0.0	15%	0.0%	3.8%	2.2%
O=C1c2ccsc2SCCN1Cc1ccc(Cl)cc1Cl
  14%	4%	5%	29%	i	0.6	6%	-0.1%	-4.3%	-0.6%
CCc1nnc(NC(=O)C2CC(=O)N(CCc3ccccc3)C2)s1 (centres undefined)
  2%	2%	-2%	-26%	i	0.6	10%	-0.2%	0.3%	6.2%
CN(c1ccccc1)S(=O)(=O)c1ccc(C(=O)OCC(=O)NCc2ccco2)cc1
  15%	-8%	-2%	-13%	i	0.9	2%	-0.2%	-1.7%	-1.7%
COc1ccc(C)cc1S(=O)(=O)N1CCCC(C(=O)N2CCOCC2)C1 (centres undefined)
  -8%	-28%	20%	-10%	i	0.2	2%	1.2%	2.4%	4.9%
CNC(=O)[C@@H]1C[C@H]1[C@@H](NC(=O)OCc1ccccc1)c1ccccc1
  12%	-34%	9%	5%	i	1.9	-14%	-0.1%	1.9%	1.1%
COc1ccc(OC)c(S(=O)(=O)n2nnc3cc(Cl)ccc32)c1
  -7%	16%	-19%	-59%	i	3.8	6%	0.0%	0.1%	6.9%
COc1ccc(C(C)NC(=O)Cc2cccs2)cc1 (centres undefined)
  -1%	-17%	-12%	-9%	i	0.4	16%	-0.1%	-1.1%	1.6%
COc1ccc2c(c1)O/C(=C\c1ccco1)C2=O
  -57%	0%	-2%	-3%	i	0.4	3%	0.1%	24%	-1.1%
Cc1ccc2c(c1)C=CC(C)N2C(=O)c1ccccc1 (centres undefined)
  6%	-7%	25%	-10%	i	0.6	-1%	-0.1%	-0.3%	-1.8%
COc1cc(/C=C/C(=O)O)ccc1S(=O)(=O)N1CCCc2ccccc21
  12%	-13%	7%	-21%	i	0.0	-5%	0.1%	6.5%	-2.1%
Cc1ccc(CN2CCN(Cc3ccc(OC(C)C)cc3)CC2CCO)o1 (centres undefined)
  0%	-21%	-3%	20%[20 µM]	i	0.7	6%	0.2%	-0.7%	·
Cc1ccc(Cl)cc1NC(=O)C(=O)N1CCCCC1
  2%	-35%	-1%	13%	i	0.0	2%	0.6%	-0.5%	-5.0%
O=C(NCCSc1ccccc1)c1cncc(Br)c1
  -43%	-51%	-9%	-16%	i	0.4	3%	-0.1%	-0.2%	2.4%
CCCCNC(=S)Nc1ccccc1Cc1ccccc1
  -70%	-3%	-7%	22%	i	0.3	14%	-0.2%	-1.4%	0.7%
CCCOc1ccc(NC(=O)C2CC(=O)N(C(C)C)C2)cc1 (centres undefined)
  -26%	-5%	13%	0%	i	1.0	2%	1.0%	1.7%	24%
O=C1C(=O)N(CCN2CCOCC2)C(c2cccnc2)/C1=C(/O)c1ccc(Cl)cc1 (centres undefined)
  10%	-12%	12%	-25%[20 µM]	i	0.1	7%	0.2%	0.9%	-3.3%

Complete entries, looked up by structure. Order of values: HEK293 NOD2/NF-kB	NOD1 NF-kB reporter	GPR55 LPI antagonism	KOR beta-arrestin-1	Myeloid diff 2	Myeloid diff 2 GFP+ MAC1+ %	GPR35 antagonists	GPR55 beta-arrestin	HIV peptide binding	KOR beta-arrestin-2
CCn1cc(CN(C)S(=O)(=O)c2ccc3ccccc3c2)c(C)n1 as listed: 17%	-13%	-6%	9%	i	0.0	0%	0.5%	-3.2%	6.4%
CCC(=O)Nc1ccccc1C(=O)N1CCN(Cc2ccccc2)CC1 as listed: 16%	-1%	·	2%	i	0.4	-3%	-0.2%	-2.7%	-8.5%
COc1cc(/C=C/C(=O)O)ccc1S(=O)(=O)N1CCCc2ccccc21 as listed: 12%	-13%	7%	-21%	i	0.0	-5%	0.1%	6.5%	-2.1%
COc1ccc2c(c1)O/C(=C\c1ccco1)C2=O as listed: -57%	0%	-2%	-3%	i	0.4	3%	0.1%	24%	-1.1%
CCOC(=O)CC1(c2ccc(OC)c(OC)c2)C(=O)c2ccccc2C1=O as listed: 4%	-7%	6%	6%	i	0.4	-6%	-0.2%	0.4%	3.1%

Following part
Screens in order: HEK293 NOD2/NF-kB	NOD1 NF-kB reporter	GPR55 LPI antagonism	KOR beta-arrestin-1	Myeloid diff 2	Myeloid diff 2 GFP+ MAC1+ %	GPR35 antagonists	GPR55 beta-arrestin	HIV peptide binding	KOR beta-arrestin-2
O=C(O)c1ccc2c(c1)S(=O)(=O)c1ccccc1C2=O
  -60%	-2%	-6%	4%	i	0.8	14%	-0.2%	0.0%	8.1%
CCOC(=O)c1c(C)n(C)c2ccc(O)c(CN3CCN(C)CC3)c12
  3%	-4%	0%	12%	i	6.0	8%	0.1%	21%	-2.2%
CC(C)(C)c1ccc(/C=C/C(=O)Nc2ncccn2)cc1
  -76%	-55%	5%	-17%	i	0.3	2%	0.2%	-1.7%	-3.2%
CN1CCN(c2oc(Cc3cccc4ccccc34)nc2C#N)CC1
  26%	-4%	-18%	-4%	i	0.7	-15%	-0.3%	2.6%	2.2%
COc1cc(Cl)c(CN2CCCC(CO)(Cc3cccc(Cl)c3)C2)cc1OC (centres undefined)
  7%	-7%	20%	-33%[20 µM]	i	0.3	-1%	-0.1%	1.0%	0.0%
COc1ccc(Nc2nccc(N(C)C)c2C#N)cc1
  7%	-4%	-8%	-12%	·	·	-8%	-0.1%	-0.4%	0.2%
COc1cc(NC(=O)CN2CCN(CC(=O)Nc3ccccc3OC)CC2)cc(OC)c1
  3%	-3%	-6%	39%	i	0.4	-9%	-0.2%	0.3%	-3.0%
Cc1cc(C(=O)CN2C(=O)C(=O)N(Cc3ccccc3)C2=O)c(C)n1-c1ccccc1F
  14%	-28%	15%	0%	i	0.1	-7%	0.1%	0.6%	-0.6%
CCc1ccc(N2CC(C(=O)NC3CC3)CC2=O)cc1 (centres undefined)
  -7%	22%	6%	5%	i	0.9	-1%	-0.1%	-3.4%	0.1%
CCOC(=O)N1CCN(C(=O)CSCC(=O)Nc2nc(-c3ccccc3)cs2)CC1
  -10%	-14%	8%	-11%	i	2.7	-15%	-0.3%	2.4%	10%
CC(OC(=O)c1nsc(Cl)c1Cl)C(=O)NC(C)(C)C (centres undefined)
  -6%	-39%	5%	-3%	i	1.0	-17%	-0.4%	0.6%	-8.2%
